Eya2 inh: qHTS Assay for Inhibitors of the Phosphatase Activity of Eya2; Protein phosphatase EYA2 (Homo sapiens), O00167; recombinant Eya2, OMFP fluorescence dephosphorylation (OMFP is methylfluorescein phosphate); Potency, µM (series often up to 76.9 µM), inactives show top-dose activity, negative = inhibition, hits mostly inhibitors; 0.006% of 330,000 active; AID 488837, 2010; note: potency is the fitted concentration of half-maximal effect; % is set by controls: 0 for no effect and ±100 for the full control effect
Target sequence (O00167 whole entry, looked up): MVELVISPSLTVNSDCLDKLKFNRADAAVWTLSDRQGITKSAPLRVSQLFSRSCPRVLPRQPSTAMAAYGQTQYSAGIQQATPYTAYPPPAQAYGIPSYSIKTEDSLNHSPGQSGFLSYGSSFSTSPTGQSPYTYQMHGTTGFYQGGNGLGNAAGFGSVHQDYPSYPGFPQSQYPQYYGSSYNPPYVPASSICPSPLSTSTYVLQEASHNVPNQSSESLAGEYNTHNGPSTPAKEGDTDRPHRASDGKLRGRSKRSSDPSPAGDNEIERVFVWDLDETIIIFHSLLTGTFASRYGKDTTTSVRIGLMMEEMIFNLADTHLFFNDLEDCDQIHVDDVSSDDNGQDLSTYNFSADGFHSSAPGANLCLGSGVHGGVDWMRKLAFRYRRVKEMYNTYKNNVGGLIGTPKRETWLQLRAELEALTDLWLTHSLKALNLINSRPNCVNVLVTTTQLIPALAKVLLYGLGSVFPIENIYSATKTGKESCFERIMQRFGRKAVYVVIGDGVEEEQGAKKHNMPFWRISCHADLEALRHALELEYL
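Eya2 (0.2 uM) preincubated 10 min at ambient with compound, then OMFP substrate added at 50 uM; 10 min reaction in 50 mM HEPES pH 7.5, 50 mM NaCl, 5 uM MgCl2, 0.05% BSA, 1 mM DTT. Fluorescence read at Ex 485/Em 525 nm.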
TRPV1 ag: HTS Assay for Compounds that Act as Agonists of the Vanilloid Receptor 1; TRPV1-expressing cells, Fluo-8 calcium influx, agonist mode; activation, % at 8.33 µM; Transient receptor potential cation channel subfamily V member 1 (Homo sapiens), Q8NER1; 0.19% of 320,000 active; in the data active = activation above about 80%; inconclusive = between about 30% and that limit; note: 0% is about no effect
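Cells expressing TRPV1 were dye-loaded with Fluo-8 and read kinetically: 10 s baseline, 3 min after compound (agonist portion), then 2 min after EC20 capsaicin (allosteric enhancer portion). Calcium-bound dye fluorescence at 480/520 nm.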
uPA generation: qHTS for Inhibitors of Cell Surface uPA Generation | cell surface uPA generation assay, qHTS | Potency, µM (titrated, usually from 38.3 µM), inactives show at the highest dose activity change, negative = inhibition, most hits filed as inhibitors | 0.31% of 330,000 active | AID 540303, 2011; active = well fitted inhibition curve with a large enough effect; inconclusive = small, poorly fitted or top-dose-only effect; inactive = no such curve, though single readings can be large or run the other way; tested in mouse RAW 264.7 cells; note: potency is the fitted concentration of half-maximal effect; % is set by controls: 0 for no effect and ±100 for the full control effect; nearly all actives have a fitted effect of over 55% in size
S-ASM inh: Inhibitors of Secretory Acid Sphingomyelinase (S-ASM): qHTS. Sphingomyelin phosphodiesterase (Homo sapiens), P17405. placental ASM, HMU-PC fluorogenic substrate, 60 min. Potency, µM (highest dose often 57.5 µM), inactives show at the highest dose activity change, negative = inhibition, hits mostly inhibitors. 0.006% of 340,000 active; note: potency is the fitted concentration of half-maximal effect
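HMU-PC0 cleavage (9 uM final) by human placental ASM, 60 min at 37 °C following 10 min compound exposure at RT; stopped at pH 10, fluorescence Ex 386/Em 447 nm.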
p53 reactivation: qHTS assay for re-activators of p53 using a Luc reporter | H1299 p53-A138V BP100-luciferase reporter, luminescence, 24 h | Potency, µM (series often up to 92.2 µM), without a hit: at the highest dose activity change, positive = activation, actives largely listed as activators | 0.063% of 320,000 active | AID 504706, 2011; note: potency is the fitted concentration of half-maximal effect; % of control where 0% means no effect; nearly all actives have a fitted effect of over 45% in size
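H1299 (p53-null), stable ts p53-A138V + BP100-Luc; 1000 cells/well, Opti-MEM/10% FBS; cpd 4 pt, 1:5; 24 h, 37 deg C, 5% CO2; detection reagent 10 min RT; luminescence.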
USP2a inh: qHTS Assay for Inhibitors of Ubiquitin-specific Protease USP2a Using CHOP2 as the Reporter; Ubiquitin carboxyl-terminal hydrolase 2 (Homo sapiens), O75604; USP2 core, Ub-CHOP2 coupled fluorogenic reporter, 485/531; Potency, µM (top dose mostly 38.3 µM), without a hit: at the highest dose activity change, negative = inhibition, hits mostly inhibitors; 0.01% of 330,000 active;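 note: potency is the fitted concentration of half-maximal effect; plate controls were DMSO wells for no effect and full inhibition by NEM control for full effect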
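USP2 core (10nM final) preincubated 30min RT with compound in 20mM Tris-HCl pH 8.0, 2mM CaCl2, 2mM beta-mercaptoethanol, 0.05% CHAPS; 25nM Ub-CHOP2 plus 25nM reporter substrate added, fluorescence (Ex485/Em531) read after 60min.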
TSG101-PTAP inh: qHTS Assay for Iinhibitors of HIV-1 Budding by Blocking the Interaction of PTAP/TSG101 | Tumor susceptibility gene 101 protein (Homo sapiens), Q99816 | Fluorescence polarization, FITC-PTAP peptide / Tsg101 binding | Potency, µM (top dose mostly 115 µM), inactives show top-dose activity change, negative = inhibition, usual class: inhibitors | 340,000 tested, under 10 active | AID 493005, 2010; active = well fitted inhibition curve with a large enough effect in the main read-out, with a control signal flat, not every such curve was filed as active; inconclusive = small, poorly fitted or top-dose-only effect, or effect the other way, or a change in a side signal; inactive = no such curve, though single readings can be large or run the other way; note: potency is the fitted concentration of half-maximal effect; % of control where 0% means no effect
Target sequence (Q99816 whole entry, looked up): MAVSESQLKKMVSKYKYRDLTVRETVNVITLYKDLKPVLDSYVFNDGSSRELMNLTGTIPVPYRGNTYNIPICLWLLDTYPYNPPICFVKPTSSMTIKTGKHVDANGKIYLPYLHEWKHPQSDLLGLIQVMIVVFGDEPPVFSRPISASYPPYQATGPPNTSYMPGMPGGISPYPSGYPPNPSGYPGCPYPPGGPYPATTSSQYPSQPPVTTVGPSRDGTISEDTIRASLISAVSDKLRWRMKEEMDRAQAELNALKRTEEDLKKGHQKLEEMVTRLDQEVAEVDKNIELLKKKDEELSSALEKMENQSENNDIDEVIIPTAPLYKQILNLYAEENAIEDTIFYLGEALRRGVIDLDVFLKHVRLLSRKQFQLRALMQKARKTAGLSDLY
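Fluorescence anisotropy tracks displacement of a FITC-tagged PTAP peptide (50 nM) from the Tsg101 binding domain (10 uM), following a 20 min room-temperature incubation at pH 7.5.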
ELG1 genotoxic: qHTS screen for small molecules that induce genotoxicity in human embryonic kidney (HEK293T) cells expressing luciferase-tagged ELG1 | HEK293T ELG1-luciferase reporter, luminescence, 16 h | AID 504466, 2011 | 1.3% of 330,000 active | Potency, µM (top dose mostly 46 µM), for the others: top-dose activity change, positive = activation, usual class: activators; note: potency is the fitted concentration of half-maximal effect; % of control where 0% means no effect; nearly all actives have a fitted effect of over 60% in size
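Reporter readout depends on ELG1 protein level, which increases with genetic stress. After 16 hr compound exposure at 37 °C, luciferase activity was quantified using ONE-Glo.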
B2AR arrestin: qHTS assay of beta-arrestin-biased ligands of beta2-adrenergic receptor | Beta-2 adrenergic receptor (Homo sapiens), P07550 | 0.02% of 330,000 active | Potency, µM (titrated, usually from 46.1 µM), inactives show top-dose activation, most hits filed as activators | beta-arrestin recruitment to beta2AR, cell-based reporter;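 note: potency is the fitted concentration of half-maximal effect; 0% = DMSO controls and full agonism = EC100 isoproterenol or metaproterenol; nearly all actives have a fitted effect of over 65% in size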
a7 integrin act: qHTS for Activators of Integrin-Mediated Alleviation for Muscular Dystrophy; Potency, µM (highest dose often 38.3 µM), inactives show at the top dose activation, actives largely listed as activators; alpha7betagal myoblasts, beta-gal FDG fluorescence, 48 h; AID 624291, 2012; 0.064% of 350,000 active;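 note: potency is the fitted concentration of half-maximal effect; 100% = response of the positive control SU9516; nearly all actives have a fitted effect of over 60% in size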
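Alpha7betagal+/- myoblasts (passage 13) were plated 16-24 hr, then exposed to compounds (1:260 dilution of DMSO stock) for 48 hours at 37C. After MPER lysis, β-galactosidase reporter activity was read as FDG fluorescence (ex 480/em 540) after 30 minutes.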
BRCA1 expr act: qHTS Assay to Identify Small Molecule Activators of BRCA1 Expression. MCF7-BRCA1-FFLuc reporter, luminescence, 48 h; response scale: scaled: vehicle 0%, 10 µM genistein 100%. Potency, µM (titrated, usually from 46.1 µM), without a hit: top-dose activation, usual class: activators. 1.1% of 380,000 active; note: potency is the fitted concentration of half-maximal effect; nearly all actives have a fitted effect of over 80% in size; some results filed as inactive show a strong effect at the top dose
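Activators of BRCA1 expression were detected as increased firefly luciferase luminescence in engineered MCF7 cells after 48 h compound incubation. Signals were scaled to genistein 10 microM as full activation.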
Starred values were filed as active, the others as inactive; ? = inconclusive; nt = not tested or not shown. Unless noted, calls come from the whole dose curve; as a rule, active = well fitted curve in the direction sought with a large enough effect; inconclusive = small, poorly fitted or top-dose-only effect, or another doubt; inactive = no such curve, though single readings can be large; an effect the other way counts as inactive or inconclusive.

SMILES | Eya2 inh | TRPV1 ag | uPA generation | S-ASM inh | p53 reactivation | USP2a inh | TSG101-PTAP inh | ELG1 genotoxic | B2AR arrestin | a7 integrin act | BRCA1 expr act
CNC(=O)CC1C(=O)N(c2ccc(Cl)cc2)C(=S)N1CCc1ccc(OC)c(OC)c1 (stereo unspecified) | 12.9% | 8.4 | -3.4% | -1.3% | 4.0% | 3.3% | 0.3% | -0.7% | -0.1% | -10.7% | -17.2%
CC(=O)c1cc2ccccc2oc1=O | 13.6% | 0.0 | -9.7% | 7.5% | 13.3% | 2.7% | 1.3% | -1.0% | 0.1% | 2.7% | -22.6%
Cc1ccc(C(C)NC(=O)Cc2cccs2)c(C)c1 (stereo unspecified) | 5.5% | 20.8 | 0.0% | 3.0% | -8.6% | 0.3% | -4.5% | -5.2% | 0.1% | -23.0% | 3.8%
COc1ccc(CCNC(=O)C2(c3ccccc3)CC2)cc1 | 0.8% | 18.6 | 1.0% | -1.0% | -4.8% | 0.8% | -6.0% | 0.6% | -0.4% | 31.5% | 1.8%
CCCNC(=O)C(CC)NC(=O)c1cccc([N+](=O)[O-])c1 (stereo unspecified) | -0.5% | -0.4 | 7.1% | 2.1% | 5.3% | 0.9% | -8.6% | 1.5% | -0.1% | 4.7% | 0.0%
Nc1ccc(N2CCN(c3ccc(Cl)c(Cl)c3)CC2)cc1 | -3.0% | -1.1 | -6.6% | -8.9% | 4.0% | 4.7% | 3.6% | -5.4% | -0.5% | -22.5% | -22.6%
C=C(C)Cn1c(CCCNC(=O)CCC)nc2ccccc21 | -18.4% | -0.3 | -1.5% | 1.2% | -3.2% | -2.0% | -2.0% | 0.7% | -0.2% | 16.0% | 19.6%
CCOC(=O)c1c(C)[nH]c(C)c1S(=O)(=O)NCCN1CCN(c2ccccc2F)CC1 | -3.2% | 4.3 | 0.4% | 5.2% | -1.8% | 3.8% | -3.2% | -5.7% | 0.0% | 0.0% | 3.9%
Cc1cccc(NC(=O)C(NS(=O)(=O)c2ccc3c(c2)CCC(=O)N3)c2ccccc2)n1 (stereo unspecified) | 4.0% | -0.2 | nt | -2.4% | -11.1% | -0.9% | -4.2% | -0.1% | 0.0% | 0.0% | -7.9%
CCOc1ccc2c(ccc(/C=C/c3cc(C)c4cccnc4c3O)[n+]2C)c1 | nt | nt | -5.1% | -22.6% | nt | nt | 2.2% | nt | nt | 0.0% | -97.3%
Cc1ccc(OCC(=O)NNc2c3ccccc3nc3ccccc23)cc1 | 1.0% | -1.6 | -11.9% | -7.0% | -8.4% | -2.7% | -2.2% | -15.6% | -0.4% | -30.9% | -101.1%
CCOC(=O)C1CCN(c2c(N3CCCC(C(=O)OCC)C3)c(=O)c2=O)CC1 (stereo unspecified) | 6.6% | 0.8 | -6.8% | -2.9% | 0.6% | -2.3% | 1.3% | -1.5% | -0.5% | 0.2% | 8.1%
CC1Cc2ccccc2N1C(=O)c1cnsn1 (stereo unspecified) | 3.2% | -0.7 | 2.9% | -0.1% | 11.3% | 1.9% | -4.5% | 3.1% | -0.3% | 9.2% | 5.5%
CCN(C(=O)COC(=O)c1[nH]c(C)c(C(C)=O)c1C)c1c(N)n(Cc2ccccc2)c(=O)[nH]c1=O | 15.6% | 0.1 | -12.3% | 7.8% | -2.1% | 0.7% | -8.1% | 0.6% | 0.1% | 0.9% | -15.4%
[N-]=[N+]=CC(=O)c1ccnc(C(=O)C=[N+]=[N-])c1 | 5.8% | -1.9 | 0.7% | -0.9% | 9.6% | 1.9% | -3.2% | -6.4% | 0.1% | -35.0% | -8.4%
CCOC(=O)c1cnc(SCC(=O)Nc2ccc(N3CCOCC3)cc2)nc1N | -4.1% | 1.5 | nt | nt | 4.4% | 0.3% | nt | 5.6% | 0.0% | nt | nt
COc1ccc(C2CC(C(F)(F)F)n3ncc(C(=O)NCC4CCCO4)c3N2)cc1OC (stereo unspecified) | -4.0% | -0.4 | -8.8% | -0.3% | -16.0% | -0.5% | -7.7% | 2.1% | -0.2% | -0.3% | -15.3%
CCOC(=O)N1CCN(C(=O)CC(=O)Nc2ccc3nc4n(c(=O)c3c2)CCCCC4)CC1 | 12.8% | 1.1 | 5.8% | 2.7% | 8.1% | -2.5% | -6.4% | -3.7% | -0.1% | 16.6% | -13.6%
COc1ccccc1NC(=O)/C=C\C(=O)O | -5.6% | -1.4 | 1.9% | -0.6% | 1.1% | 1.8% | -0.3% | 4.8% | -0.6% | 41.0% | -0.8%
O=C(NCc1nnnn1-c1cccc(F)c1)c1ccc(S(=O)(=O)N2CCOCC2)cc1 | -13.1% | 8.4 | ? | nt | -2.6% | 0.6% | 1.0% | -3.3% | 0.2% | 6.9% | 2.6%
CCOc1ccccc1OCCN1CCCC1 | 3.1% | 0.8 | 13.3% | -0.6% | nt | -0.6% | -4.2% | -2.9% | -1.1% | -5.8% | -1.2%
CCC(C)NC(=O)C1CCN(C(=O)c2ccccc2)CC1 (stereo unspecified) | 7.1% | -0.5 | -6.2% | 2.6% | -2.1% | 5.2% | 1.8% | 0.1% | -0.6% | -8.3% | 4.8%
O=C(N/N=C/c1cccs1)c1cc(-c2cccc3ccccc23)n[nH]1 | 4.6% | 0.5 | ? | -20.9% | ? | -3.8% | 2.0% | 15.0% | -0.3% | -33.3% | ?
Cc1cc(C)cc(N(C(=O)CNS(=O)(=O)c2ccccc2)C(C(=O)NCc2ccccc2)c2ccc(C)o2)c1 (stereo unspecified) | -28.3% | 12.6 | 3.3% | -2.5% | 3.6% | -7.1% | 1.6% | -13.3% | 8.6% | -19.9% | -13.6%
CC1(C)CC(=O)C=C(NCc2ccc(Cl)c(Cl)c2)C1 | -4.5% | 9.5 | -16.4% | 0.9% | -1.2% | 1.8% | -2.7% | -3.5% | 0.0% | -17.3% | -1.7%
COc1ccc(N(C(=O)c2snc(C(N)=O)c2N)C(C(=O)NC2CCCC2)c2ccco2)cc1OC (stereo unspecified) | -4.6% | -0.2 | -0.8% | 28.8% | -3.0% | 3.2% | -1.8% | -0.4% | 0.0% | 0.8% | -4.3%
C=CCn1c(SCC(=O)N(C)C)nc2sc3c(c2c1=O)CCC3 | 11.3% | 17.6 | -9.1% | -1.6% | -6.8% | -0.3% | -4.7% | 9.3% | 0.5% | 16.5% | -5.8%
Cc1ccc(N2C(=O)C3C4C=CC(CNC(=S)Nc5cccc(Cl)c5)(O4)C3C2=O)cc1 (stereo unspecified) | -2.8% | 11.4 | -4.0% | -5.2% | 20.7% | 2.8% | -2.8% | -3.7% | 0.8% | -30.0% | -41.1%
Cc1cc(/C=N/n2c(COc3ccccc3C)nc3ccccc3c2=O)c(O)c([N+](=O)[O-])c1 | 7.8% | -0.5 | ? | -28.5% | ? | -3.4% | 0.8% | 12.2% | 0.0% | 0.0% | -21.0%
ClC(Br)=C(n1cnc2ccccc21)n1cnc2ccccc21 | -21.4% | 6.0 | -2.8% | -0.3% | -16.5% | 5.0% | -1.5% | 6.4% | -0.1% | 8.4% | -10.3%
Cc1cc([N+](=O)[O-])nn1CCCC(=O)N1CCN(c2ccccc2)CC1 | 2.5% | 1.0 | -5.7% | -1.2% | -9.5% | 3.9% | -2.8% | -1.6% | -1.0% | -11.7% | -7.1%
Cc1ccc(OCC(=O)N(C)CC(=O)Nc2ccc(N3CCOCC3)cc2)cc1 | -11.7% | -3.8 | 2.8% | 1.6% | -1.3% | 2.2% | -2.7% | 0.4% | 0.3% | 24.1% | 2.5%

Retrieved by compound from above, two records:
SMILES | Eya2 inh | TRPV1 ag | uPA generation | S-ASM inh | p53 reactivation | USP2a inh | TSG101-PTAP inh | ELG1 genotoxic | B2AR arrestin | a7 integrin act | BRCA1 expr act
CCOc1ccccc1OCCN1CCCC1 | 3.1% | 0.8 | 13.3% | -0.6% | nt | -0.6% | -4.2% | -2.9% | -1.1% | -5.8% | -1.2%
Cc1ccc(N2C(=O)C3C4C=CC(CNC(=S)Nc5cccc(Cl)c5)(O4)C3C2=O)cc1 (stereo unspecified) | -2.8% | 11.4 | -4.0% | -5.2% | 20.7% | 2.8% | -2.8% | -3.7% | 0.8% | -30.0% | -41.1%

Screening results from PubChem.

The order is random; 2.6% or so of the library scored in one or more.
